MT stabilizer – microtubule stabilizers in HeLa cells, primary screen, imaging, high-content imaging; HeLa tubulin immunostaining HCS, 24 h; share of cells brighter than vehicle mean+2SD; % tubulin-high responders, % at 10 µM; 200,000 compounds, 0.83% hits; AID 2205, 2009;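 active means plate Z-score above 3 for both tubulin-high and condensed-nucleus cell shares, with cell loss under 80%, at 10 µM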;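 further: anti alpha tubulin signal scored within the nucleus-defined area of each cell; some results filed as inactive read as strong as hits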
Autophagy mod – autophagy modulators in MEF cells, primary screen, imaging, high-content, MEF GFP-LC3. 190,000 compounds, 0.98% hits. calls only at 10 µM (by protocol). MEF GFP-LC3 puncta imaging; test concentration mostly 10 µM;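 active means percentage of spot-positive cells more than 3 SD above its plate mean, without a fluorescence outlier flag or 80% toxicity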;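 further: spot-positive cell cutoff set from DMSO-treated cells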
P. falciparum M1AAP – P. falciparum M1AAP inhibitors, biochemical, fluorogenic H-Leu-NHMec substrate, 1536-well (AID 1445); recombinant M1AAP, H-Leu-NHMec fluorogenic kinetic assay; higher % means a stronger effect; 220,000 compounds, 0.42% hits; one-dose inhibition, % at 30 µM; IC50 in µM for titrated hits; Aminopeptidase N (Plasmodium falciparum (isolate 3D7));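 active means primary inhibition above the hit cutoff, then over 50% inhibition at one or more dose response concentrations, cut at about 23% in these data, passing the limit was not always enough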;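 further: plate controls were DMSO full reaction for no effect and no enzyme background for full effect; strong numbers were not always called active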
Dynein transport – inhibitors of GR-EGFP nuclear translocation, primary screen, dynein cargo transport inhibitor project, imaging, high-content, 3617.4 mouse cells; 220,000 compounds, 0.47% hits; z-score, hits read low; test concentration mostly 20 µM; stimulated with dexamethasone, 1 µM; active compounds read low;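 active means plate z-score of nuclear minus cytoplasmic receptor signal below a set negative limit, without overly bright fluorescence or cell loss, cut at about -3.5 in these data, passing the limit was not always enough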;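 further: z-score of nuclear minus cytoplasmic ring GR-EGFP intensity difference per well; some compounds called inactive have numbers as strong as hits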
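Schedule: 48 h induction, then 1 h compound, then 30 min agonist, 37 °C. Buffer or medium: tetracycline-free induction medium containing charcoal-stripped FBS. Reagent: 1.0 µM final dexamethasone stimulus. Evaluation: nuclear versus cytoplasmic GR-EGFP signal, averaged per well. Signal: high-content fluorescence imaging after fixation.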
Ins promoter up – insulin promoter activators in MIN6 cells, imaging, high-content screening, mouse beta cells; z-score at 5 µM; 190,000 compounds, 0.3% hits; MIN6 insulin promoter-GFP reporter; active compounds read high; AID 1625, 2009;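 active means z-score above 3 at 5 µM with at least 500 cells counted in the well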
b-catenin transl – modulators of beta-catenin nuclear translocation, primary screen, imaging, HeLa cells, immunofluorescence, high-content; nuclear translocation activity, % at 5 µM; 190,000 compounds, 0.3% hits;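 active means nuclear translocation activity above 50% at 5 µM, with a well cell count of 50 or more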;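 further: per-cell ratio of nuclear to cytoplasmic median beta-catenin stain intensity; plate controls were DMSO negative control for no effect and GSK-3 inhibitor IX positive control for full effect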
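Test system: HeLa cells, endogenous beta-catenin; Compound: single 5 µM dose plus 0.02–20 µM confirmation series; Times: compound exposure 24 h at 37°C; Signal: fluorescence imaging of beta-catenin antibody stain plus DAPI; Read-out: % activation, nuclear-to-cytoplasmic median beta-catenin signal ratio per cell.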
P. falciparum M17LAP – P. falciparum M17LAP inhibitors, primary screen, biochemical, fluorogenic H-Leu-NHMec substrate, 1536-well (AID 1619); 220,000 compounds, 0.38% hits; recombinant M17LAP, H-Leu-NHMec fluorogenic kinetic assay; higher % means a stronger effect; inhibition, % at 30 µM, or IC50 in µM where a hit was titrated; Leucine aminopeptidase (Plasmodium falciparum (isolate 3D7));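 active means compound inhibiting the enzyme by more than half at any dose during confirmatory dose-response retesting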;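 further: plate controls were full reaction with DMSO carrier for no effect and no enzyme background for full effect; strong numbers were not always called active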
ER stress rescue – rescue of cells from ER stress-induced death, primary screen, 384-well, CSM14.1, thapsigargin, ATP luminescence (AID 1222). cellular ATP content (survival), % at 20 µM; hits with a dose series show EC50 in µM. CSM14.1 thapsigargin-induced death rescue, ATP luminescence; higher % means a stronger effect. 190,000 tested, under 10 active;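 active means EC50 below 50 µM in the dose-response confirmation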;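 further: death triggered by thapsigargin at about 15 µM added after 2 h compound pretreatment; cell ATP read after overnight thapsigargin exposure of roughly 18 to 22 hours; normalized against plate controls of thapsigargin alone and 5% DMSO vehicle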
UTI89 phage lysis – inhibition of K1F phage lysis, E. coli UTI89, bacterial capsule biogenesis inhibitors, alamar blue (AID 488966); one-dose inhibition, % at 100 µM; IC50 in µM for titrated hits; 340,000 compounds, 0.02% hits; E. coli UTI89 K1F phage lysis, alamar blue, 2 h; higher % means a stronger effect;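 active means phage lysis inhibition, versus mean bacterial control, above a set limit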;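 further: capsule biogenesis inhibitors block K1F phage lysis so surviving cells raise fluorescence; higher fluorescence means more inhibition of phage lysis; actives were called in the ten point dose series up to 300 µM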
Dynein transport cytoplasmic EGFP – further read-out of Dynein transport, marked with its call; z-score; measured here: cytoplasmic GR-EGFP intensity; active compounds read high
Dynein transport nuclear GR-EGFP – second read-out of Dynein transport, no call of its own (marks repeat the call); z-score; measured here: nuclear GR-EGFP intensity;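 lower value marks the stronger effect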
Dynein transport cell count – further read-out of Dynein transport, marked with its call; z-score; measured here: cell count per field
Ins promoter up cell count – second read-out of Ins promoter up, no call of its own (marks repeat the call); cell count; measured here: cytotoxicity, nuclei count;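 total cells summed across four imaged fields per well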
b-catenin transl cell count 5 µM – recorded beside b-catenin transl, whose call it bears; cell count; measured here: cell count, cytotoxicity flag
MT stabilizer Hoechst-high % – also measured in MT stabilizer; calls as there; % Hoechst-high responders; measured here: nuclear condensation Hoechst responders;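 share of cells brighter than vehicle mean plus two SD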
MT stabilizer cytotoxicity % – second read-out of MT stabilizer, no call of its own (marks repeat the call); toxicity, %; measured here: cytotoxicity by cell density;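 0% = mean cell density of plate MIN control wells and 100% = no cells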
Autophagy mod cell loss 18 h – also measured in Autophagy mod; calls as there; toxicity, %; measured here: cell loss, nuclei count;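 cell loss after 18 h compound exposure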
The depositor's hits bear a star; i = inactive; . = no result given; [ ] = another dose, or the depositor's remark.

Order of values – MT stabilizer, MT stabilizer Hoechst-high %, MT stabilizer cytotoxicity %, Autophagy mod, Autophagy mod cell loss 18 h, P. falciparum M1AAP, Dynein transport, Dynein transport cytoplasmic EGFP, Dynein transport nuclear GR-EGFP, Dynein transport cell count, Ins promoter up, Ins promoter up cell count, b-catenin transl, b-catenin transl cell count 5 µM, P. falciparum M17LAP, ER stress rescue, UTI89 phage lysis
CCOC(=O)N1CCN(c2c(NCCOC)c(=O)c2=O)CC1
→ 2.2, 1.9, 6.0, i, 6.1, 7.4%, -0.365, 0.0852, -0.0977, 0.299, 1.31, 961, ., ., 4.1%, -1.2%, 0.6%
C[C@@H]1CCC[C@H](C)N1NC(=O)c1ccc(Cl)c(S(N)(=O)=O)c1
→ 3.5, 3.2, 10.2, i, 3.0, 3.8%, 0.646, -0.27, 0.524, 0.389, ., ., -2.5, 643, -7.9%, -3.1%, 4.6%
CCC(C)C(NC(=O)C1CCC(C)CC1)C(=O)NC(CCSC)C(=O)OC (stereo unspecified)
→ 1.1, 1.8, 9.7, i, 1.5, 12.3%, -0.357, -0.339, -0.163, 0.208, ., ., -3.4, 1194, 9.1%, -1.1%, 0.3%
O=C(CSc1cn(Cc2ccccc2)c2ccccc12)NCc1ccc(F)cc1
→ 3.2, 1.1, 7.1, i, 23.9, -1.4%, 2, -0.0983, 2.15, -1.62, 0.25, 1126, -0.9, 521, -1.2%, 0.6%, -1.0%
CCN(C(=O)CSc1nnc(-c2cccs2)o1)C1CCS(=O)(=O)C1 (stereo unspecified)
→ 3.3, 2.8, 8.3, i, -2.6, 14.7%, 0.606, -0.275, 0.475, -0.909, -0.69, 1277, -0.7, 1100, 21.5%, 1.9%, 0.0%
COc1ccc2c(c1)n([O-])c1c([n+]2=O)CCC1
→ ., ., ., ., ., 5.3%, -0.402, -0.098, 0.57, -1.5, -1.27, 1018, 0.0, 1299, -1.0%, ., .
CC(C)Cc1nnc(NC(=O)CCC(=O)N2CCOCC2)s1
→ 3.1, 2.8, 8.5, i, -4.6, 7.6%, 0.0366, -0.216, 0.0386, 0.978, 0.09, 1284, ., ., -0.2%, -2.0%, 0.6%[50 µM]
COc1ccccc1C1CCN(C(=O)c2ccco2)CC1
→ ., ., ., ., ., 2.9%, -1.46, -0.183, -0.495, 1.2, -0.06, 1172, 4.2, 1180, -6.1%, ., -0.5%
Cc1ccc(-c2noc(CN(C)C(=O)Nc3ccc(F)cc3)n2)cc1
→ 5.7, 1.7, 8.2, i, 16.0, -0.7%, -1.04, -0.291, -0.185, 1.01, -0.11, 1557, 1.3, 810, -6.0%, 2.7%, 0.2%
COCCn1c(/C=C/c2ccccc2)nc2ccccc21
→ 1.9, 2.7, 8.2, i, 0.8, 16.8%, -0.923, -0.255, 0.297, -0.791, -0.59, 1542, -1.8, 1109, -7.3%, -3.5%, 0.2%
O=C(CCl)NCc1cc(-c2ccc(Cl)cc2)no1
→ 2.2, 3.6, 2.6, i, 24.0, 2.5%, -1.23, -0.152, -0.642, 0.16, 0.66, 939, 9.9, 994, -1.4%, ., -0.1%
CC(C)NC(=O)Cn1cnc2c1c(=O)n(C)c(=O)n2C
→ 2.6, 1.3, 1.1, i, 5.2, -2.1%, -0.221, -0.222, -0.0989, 0.254, 0.29, 1284, ., ., -2.1%, -1.9%, 0.4%
CN(CCOc1ccccc1)CC(=O)Nc1cc([N+](=O)[O-])ccc1Cl
→ 2.7, 1.3, 4.9, i, 2.8, 2.7%, 0.817, -0.0921, 0.512, -0.0592, -0.71, 1411, 1.0, 1104, 21.0%, -0.8%, 0.3%
O=C(Cn1ccc2ccccc2c1=O)NCCC(=O)N1CCN(c2cccc(Cl)c2)CC1
→ 1.0, 1.6, 7.9, i, -14.4, 7.0%, -0.274, 1.04, 0.322, 0.109, ., ., -7.4, 1090, 14.7%, -0.7%, 1.2%
C=CCn1c(CSc2nc3ccccc3s2)nnc1SCC(=O)NCc1ccccc1
→ 3.1, 2.8, 3.9, i, -1.2, 11.5%, -0.0589, -0.245, -0.0365, 0.121, 0.93, 904, ., ., 18.2%, 0.3%, -0.3%
COc1ccccc1NS(=O)(=O)c1cccc2cccnc12
→ 3.7, 1.3, 3.8, i, -8.8, 6.7%, -0.628, -0.185, 0.00263, 0.675, -0.59, 1842, 2.2, 1048, 5.6%, 0.7%, 3.4%
O=S(=O)(c1cccs1)N1CCN(Cc2ccccc2)CC1
→ 1.3, 1.5, 2.1, i, 32.9, 4.5%, -0.366, -0.214, -0.113, 0.341, 0.05, 1096, -1.0, 1167, -12.4%, 0.3%, 0.5%
CC1=C(C(=O)OC(C)C)C(/C=C/c2ccccc2)NC(=O)N1 (stereo unspecified)
→ ., ., ., ., ., ., ., ., ., ., -0.44, 1233, -7.9, 1093, ., -1.8%, 0.1%
COC(=O)C1CC(=O)N(c2ccc(C)cc2)C1 (stereo unspecified)
→ 1.5, 1.9, 5.7, i, 19.3, 3.5%, -0.442, -0.238, -0.159, 0.69, 0.02, 1564, 0.2, 1478, 3.4%, -0.2%, 0.1%
CCOC(=O)C1(Cc2ccccc2C)CCCN(C(=O)CCn2nccc2C)C1 (stereo unspecified)
→ 2.6, 2.7, 4.5, i, 2.8, 5.7%, -0.744, -0.29, -0.505, 0.425, 0.13, 1605, 1.4, 1589, -7.5%, 1.7%, 2.0%
CN1CCC(N(C)C(=S)NC(=O)C23CC4CC(CC(C4)C2)C3)CC1
→ 6.1, 2.0, 9.2, i, 24.0, -4.8%, -0.0912, -0.281, -0.286, 0.278, -0.27, 1422, 0.0, 1138, 2.4%, -1.4%, 0.2%
CCCC1C2C(=O)N(c3ccc(OC)cc3)C(=O)C2ON1c1ccccc1 (stereo unspecified)
→ 1.1, 1.8, 4.8, i, -5.3, 4.9%, -0.367, -0.0692, 0.113, 0.0755, 0.09, 834, -0.4, 1176, -1.8%, -2.0%, 0.2%
CCCCCCn1c(SCC(=O)Nc2cc(C)on2)nc2ccccc2c1=O
→ 1.0, 3.6, 12.1, i, -5.5, -3.8%, 0.639, -0.381, 0.133, 0.816, -1.03, 1742, -0.8, 1096, 1.9%, -1.4%, 0.4%
CC1=NN(/C(=N\c2nnc(C)s2)Nc2ccc(C(C)(C)C)cc2)[C@H](c2ccc(C)cc2)S1
→ 3.1, 2.1, 6.3, i, -7.0, 1.5%, 1.14, -0.248, 0.596, 0.195, ., ., -0.2, 1156, 8.9%, 1.9%, 0.6%
O=C1CC(SCc2nc3ccccc3[nH]2)C(=O)N1c1ccc(Cl)cc1 (stereo unspecified)
→ 2.7, 1.3, 8.3, i, 10.0, 10.2%, -0.625, -0.208, -0.943, 0.227, 0.27, 1608, 4.9, 1317, 7.1%, -0.3%, 2.5%
O=C(COC(=O)c1ccc(S(=O)(=O)N2CCc3ccccc3C2)cc1)NC(=O)NCc1ccco1
→ 4.4, 2.6, 8.6, i, 1.5, 2.6%, -0.217, -0.215, -0.148, 1.42, -0.09, 907, ., ., 0.8%, -1.1%, 1.8%
S=c1[nH]nc(CSc2nc3ccccc3s2)n1C1CCCCC1
→ 2.2, 0.8, 4.3, i, -26.3, 22.8%, 1.02, -0.197, 0.814, -0.124, 0.72, 1285, -1.7, 837, 5.9%, -1.0%, 6.7%
C(=N\Nc1nc(N2CCCCCC2)nc(N2CCCCCC2)n1)/c1ccccc1
→ 1.9, 3.7, 8.3, i, -5.5, 0.7%, 0.697, -0.237, 0.524, -0.196, -0.28, 1142, -2.3, 1162, -6.9%, -0.1%, 0.4%
COc1ccc(NC(=O)C(=O)NNC(=O)c2cccs2)cc1
→ 6.4, 2.7, 9.2, i, 19.3, 0.8%, -0.201, -0.235, -0.103, 0.0951, ., ., -1.9, 954, 8.6%, -1.1%, i
CCn1c(SCC(=O)Nc2ccc(S(N)(=O)=O)cc2)nnc1-c1cccc(OC)c1
→ 3.0, 3.4, 8.3, i, 10.8, -4.1%, 0.334, -0.269, -0.00453, 0.0985, 0.76, 1141, -4.6, 1015, 1.0%, -0.3%, 3.3%[50 µM]
Cc1ccc(-c2csc(/C(C#N)=C(\O)CN3CCN(C(=O)c4ccco4)CC3)n2)cc1
→ 2.3, 1.4, 6.8, i, -7.6, 9.8%, 0.615, -0.21, 0.61, -0.222, -0.39, 1287, -1.0, 1106, 10.3%, 3.2%, 0.7%

Screening data deposited in PubChem by several laboratories.

Rows were taken by chance, and some 2.9% of all compounds hit somewhere here.
